# Assay outcomes: PubChem, National Center for Advancing Translational Sciences (NCATS)
# D2 ag: agonists of human D2 dopamine receptor. P14416. HEK293 T-REx D2 cells, calcium flux agonist mode. activation, % at 2 µM. hit rate 0.53% among 340,000;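 active means activation over 3 SD above normal in the single-dose calcium agonist read, cut at about 30% in these data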; further: 0% is about no effect
#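 Agonism scored from kinetic calcium signal (1 read/sec, 180 s) following compound pin transfer, after a 10 s baseline. Cells: HEK293 Trex line expressing inducible D2 receptor coupled to calcium, dye-loaded after overnight culture at 30 C.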
# D2 PAM: D2 dopamine receptor (human) potentiation. P14416. HEK293 T-REx D2, calcium flux, EC20 dopamine potentiation. potentiation, % at 10 µM. AID 485347. hit rate 0.34% among 340,000;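 active means potentiation over 3 SD above the plate norm, cut at about 30% in these data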; further: 0% is about no effect
#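 Primary screen. Calcium kinetics in induced HEK293 T-REx D2 cells: compound pre-addition 180 s, EC20 dopamine, 180 s more.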
# TRHR enhancer: allosteric enhancers of human TRH receptor; enhancement, % at 2 µM; P34981; hit rate 0.66% among 360,000; TRHR cells, fluo-8 calcium fluorescence, EC20 TRH enhancement; AID 493056; in the data active means enhancement above about 30%; further: 0% is about no effect
#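 TRHR-expressing cells loaded with fluo-8 calcium dye were read kinetically (ex 480/em 530) during compound addition, then stimulated with an EC20 of TRH (10 nM final). Enhancement of the Gq-mediated intracellular calcium response was scored.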
# D1 potentiator: human D1 dopamine receptor positive modulation; P21728; HEK293 TREx D1 cells, calcium flux, dopamine EC20 potentiation; hit rate 0.036% among 360,000; AID 504651; potentiation, % at 10 µM; in the data active means potentiation above about 30%; further: 0% is about no effect
# TRHR agonist: agonists of human TRH receptor | P34981 | TRHR cells, calcium flux fluo-8, FDSS agonist mode | activation, % at 2 µM | hit rate 0.18% among 360,000 | AID 493084; further: 0% is about no effect
#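 Read-out: compound-evoked intracellular calcium rise in TRHR cells, fluo-8 dye, kinetic FDSS fluorescence at 1 s/cycle following a 10-cycle baseline. Cells cultured overnight before dye loading (30 min–1.5 h, RT).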
# D1 ag: activates the human D1 dopamine receptor; P21728; activation, % at 2 µM; AID 504660; hit rate 1% among 360,000; HEK293 T-REx D1 cells, calcium flux, agonist mode; further: 0% is about no effect
#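 Inducible HEK293 T-REx D1 cells, force-coupled to calcium signalling, were plated at 4000 cells/well with tetracycline and held overnight at 30 C. After no-wash calcium dye loading, compound-evoked calcium rise over 180 s flagged agonists.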
# RXFP1 antagonist: blocks the human relaxin receptor RXFP1; Q9HBX9; HEK293-RXFP1, relaxin-stimulated cAMP HTRF, 30 min; hits give low values; activity change, negative = inhibition, % at 57.5 µM; hit rate 0.59% among 350,000;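 active means activity change of -60% or lower, but not beyond a set lower limit; inconclusive means change between -60% and -40%, or beyond the set limit; inactive means change above -40%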; further: on the % scale 0 is the no-effect control and ±100 the full control effect
# Target sequence (Q9HBX9 whole entry, looked up): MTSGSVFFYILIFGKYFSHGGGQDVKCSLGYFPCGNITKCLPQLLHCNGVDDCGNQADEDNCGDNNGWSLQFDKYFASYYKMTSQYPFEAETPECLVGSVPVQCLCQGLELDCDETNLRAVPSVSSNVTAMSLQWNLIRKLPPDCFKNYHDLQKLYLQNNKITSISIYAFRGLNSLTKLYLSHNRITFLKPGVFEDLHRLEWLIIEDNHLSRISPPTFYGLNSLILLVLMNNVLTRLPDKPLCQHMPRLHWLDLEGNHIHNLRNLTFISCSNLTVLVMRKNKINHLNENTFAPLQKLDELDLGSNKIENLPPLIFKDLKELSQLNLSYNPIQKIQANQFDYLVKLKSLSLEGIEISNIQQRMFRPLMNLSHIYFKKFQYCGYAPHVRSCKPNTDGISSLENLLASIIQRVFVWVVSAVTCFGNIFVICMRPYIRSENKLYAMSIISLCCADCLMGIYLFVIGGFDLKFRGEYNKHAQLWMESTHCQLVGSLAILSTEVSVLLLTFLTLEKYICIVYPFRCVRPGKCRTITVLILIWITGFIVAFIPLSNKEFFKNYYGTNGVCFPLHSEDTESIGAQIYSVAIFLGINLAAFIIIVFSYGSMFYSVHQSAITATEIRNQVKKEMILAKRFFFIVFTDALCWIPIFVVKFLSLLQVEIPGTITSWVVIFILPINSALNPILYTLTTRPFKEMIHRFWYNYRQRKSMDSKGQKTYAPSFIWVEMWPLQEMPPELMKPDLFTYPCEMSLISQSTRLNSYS
# D2 antagonist: antagonists of human D2 dopamine receptor | P14416 | HEK293 TREx D2 cells, calcium flux, dopamine EC80 | inhibition, % at 10 µM | hit rate 2% among 340,000; in the data active means inhibition above about 30%; further: 0% is about no effect
#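 Read-out: kinetic calcium fluorescence (1 cycle/s) in inducible HEK293 T-REx D2 cells after an EC80 dopamine addition that followed 180 s compound preincubation. Loss of the dopamine response indicates antagonism.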
# D1 antagonist: antagonists of human D1 dopamine receptor | P21728 | HEK293 TREx D1 cells, calcium flux, dopamine EC80; hits give low values | activity change, negative = inhibition, % at 10 µM | hit rate 3.2% among 360,000 | AID 504652; in the data active means activity change below about -30%; further: on the % scale 0 is the no-effect control and ±100 the full control effect
#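 Tetracycline-induced HEK293 T-REx cells with force-coupled D1 receptor were loaded with a no-wash calcium dye. Compound was added after a 10 s baseline and read kinetically for 180 s; EC80 dopamine was then added and calcium flux followed another 180 s.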
# Numbers without * were called inactive; ? = inconclusive; . = no result given; & = joins results of further samples. Unless noted, no stated cut-off is given here; in the data, active means activation above about 30%; inactive means the rest.
# Results follow in this order: D2 ag	D2 PAM	TRHR enhancer	D1 potentiator	TRHR agonist	D1 ag	RXFP1 antagonist	D2 antagonist	D1 antagonist
> Cc1ccccc1N(CC(=O)N1CCOCC1)S(C)(=O)=O
 : 0.9	0	5	4	-0.3	2	10	-4	-2
> CCn1cc(C(=O)N2CCN(c3ccc(F)cc3)CC2)c2cc(OC)c(OC)cc2c1=O
 : -0.1	-7	1	-4	0.4	-1	1	-7	-10
> COc1ccc(N(C(=O)c2ccncc2)S(=O)(=O)c2ccccc2)cc1
 : -0.5	1	-5	-8	-0.3	3	6	-5	-7
> CCN(CC)C(=O)C1=C(C)NC(=S)NC1c1cccs1 (configuration not stated)
 : 0.2	-7	-3	7	0.4	1	6	31*	-2
> COc1ccccc1-n1cnc2cc(NS(=O)(=O)c3ccccc3)ccc21
 : .	.	-6	0	-0.3	3	8	.	-19
> N/C(CSc1ccc(Cl)cc1)=N\S(=O)(=O)c1ccc(Cl)cc1
 : 1.1	4	-6	-8	-0.8	8	25	-5	-9
> CC(CCc1ccccc1)NC(=O)c1ccc(Br)o1 (configuration not stated)
 : -0.9	-1	-5	-4	-1.5	2	-14	-19	6
> CC(C)CCCN1C(N(C)C)=NC[C@@H]1Cc1ccccc1
 : 0.4	-7	6	-4	0.5	2	.	-16	-11
> COc1ccc(/C=N/NC(=O)Cn2nc([N+](=O)[O-])cc2C)c(OC)c1OC
 : 0.3	0	3	-7	0.0	3	-5	4	-11
> Cc1ccc(CN2C(=O)N/C(=C\c3ccc(-c4ccc(C(=O)O)cc4C)o3)C2=O)cc1
 : 0.8	-7	2	3	-1.0	2	-2	10	12
> O=C(O)CCCC(=O)NCCc1cccc(Cl)c1
 : -0.9	5	12	-4	0.1	4	-6	0	6
> COc1ccc(CC(=O)NNS(=O)(=O)c2ccccc2[N+](=O)[O-])cc1OC
 : 0.9	1	4	0	0.2	0	9	-2	-5
> COc1ccc(C(=O)N2CCN(C3CCCCC3)CC2)c(OC)c1
 : 0.1	7	-2	-2	0.2	4	5	11	22
> Cc1ccc(CS(=O)Cc2ccc(C(=O)NC3CCC(C)CC3)o2)cc1 (configuration not stated)
 : -0.9	-4	-2	-3	-0.4	0	33	9	24
> Cc1ccc(-c2csc(NC(=O)CCCc3cccs3)n2)cc1
 : 0.5	2	5	2	1.0	3	-28	-20	-5
> O=c1oc2ccccc2n1CCCCCn1c(=O)oc2ccccc21
 : -0.1	-10	-7	-7	-0.9	17	7	-4	12
> Cc1cccc(C(=O)Oc2ccccc2C(=O)N2CCOCC2)c1
 : -0.1	-2	52*	0	0.0	4	1	-3	6
> O=S(=O)(Nc1cccc(-c2cn3c(n2)SCC3)c1)c1ccccc1
 : 0.0	-4	3	-6	-0.1	4	-13	8	14
> COc1ccc(NC(=O)C2CCCN(c3nc(C)cc(C)n3)C2)cc1 (configuration not stated)
 : -2.0	4	4	0	-2.0	2	-3	-11	-4
> C=CCNC(=S)NNC(=O)c1ccncc1
 : 1.7	-9	3	-6	0.8	2	10	-11	5
> NC(=O)CSc1nccn1Cc1ccccc1
 : 0.4	1	-4	-12	0.0	3	-12	45*	17
> O=C(c1cc(-c2ccc(Cl)cc2)n[nH]1)N1CCc2ccccc2C1
 : 0.3	5	7	-5	0.6	2	4	-10	3
> CC(C)Cn1c(=O)c(C(=O)NCc2ccccn2)c(O)c2ccccc21
 : -1.6	6	-3	-10	-1.1	-4	-14	17	-11
> COc1cc(/C=C/C(=O)c2ccc3c(c2)OCCO3)cc(Br)c1OCC(=O)N(C)C
 : 4.2	-3	-6	-15	11	10	-34	-15	2
> CC(Sc1nnnn1-c1ccccc1)C(=O)Nc1ccc(Cl)cn1 (configuration not stated)
 : -1.2	-9	-8	-6	-1.4	9	14	1	-15
> O=C(CCc1ccccc1)N1CCCN(C(=O)CCc2ccccc2)CC1
 : 0.6	5	-2	-10	0.1	0	5	0	0
> CN(C)N=Nc1nc[nH]c1C(N)=O
 : 1.0	-4	3	0	2.4	0	.	-7	12
> COC(=O)Cc1csc(NCc2ccccc2)n1
 : -0.5	-4	-7	-5	-0.1	1	-2	8	-4
> O=C(NCc1ccc2c(c1)OCO2)C1CC(=O)N(c2ccc(F)cc2)C1 (configuration not stated)
 : 0.3	-3	-6	-2	0.4	-1	-6	5	-1
> Cn1c(CSc2nc3ccccc3s2)nnc1SCC(=O)NCCCN1CCOCC1
 : 0.7	0	-2	-15	0.4	0	7	-28	13
> COc1ccc(C(=O)Nc2ccc3oc(-c4cccnc4)nc3c2)cc1OC
 : 0.9&-0.4	2&1	-11&-3	-10&-2	1.6&1.1	2&-2	-3&-27	5	-8&-20
> CC1CCCCN1C(=S)NCCc1ccccc1 (configuration not stated)
 : -0.1	7	6	-2	-0.7	-1	-5	-2	4
> Cc1cc(C)cc(NC(=O)c2cccc(C(=O)Nc3cc(C)cc(C)c3)c2)c1
 : 0.4	-16	2	0	0.3	0	1	.	3
> Cc1nc2ccccc2n1CSc1ccccc1
 : 0.8	7	-2	-2	-0.6	5	-2	2	7
> CC(=O)NCCC(=O)N1CCc2c([nH]c3ccccc23)C1c1cccc(Cl)c1 (configuration not stated)
 : .	.	0	-1	-0.3	4	-1	.	7
> CC(=O)Nc1ccc(S(=O)(=O)N2CCN(CCCOc3ccccc3Cl)CC2)cc1
 : 0.4	16	13	-2	0.8	11	0	-5	-18
> CCCCN(C)CCNC(=O)c1cc2cc3ccc(OC)cc3nc2o1
 : 2.2	-2	-9	1	-0.4	3	-5	-5	1
> Cc1ccccc1NC(=O)Cn1c(=O)n(Cc2ccc3c(c2)OCO3)c(=O)c2oc3ccccc3c21
 : 1.4	-1	9	-3	0.3	0	-1	.	3
> Cc1cccc(N2CCN(C(=O)c3cn(C)c(=O)c4c3c3ccccc3n4C)CC2)c1C
 : 4.5	11	-1	2	0.3	1	-21	-8	24
> O=C(NC1CCCCC1)C1CC(=O)N(CCc2ccc(F)cc2)C1 (configuration not stated)
 : -0.7	-8	2	-1	0.3	0	-18	-2	-1

# Arranged by value in D1 potentiator (rising): some entries from above
Compound	D1 potentiator
CC(C)Cn1c(=O)c(C(=O)NCc2ccccn2)c(O)c2ccccc21	-10
O=C(c1cc(-c2ccc(Cl)cc2)n[nH]1)N1CCc2ccccc2C1	-5
Cc1cc(C)cc(NC(=O)c2cccc(C(=O)Nc3cc(C)cc(C)c3)c2)c1	0

# Some values from the results shown.
# TRHR agonist, `CC(Sc1nnnn1-c1ccccc1)C(=O)Nc1ccc(Cl)cn1` (configuration not stated) reads -1.4
# TRHR agonist, `O=C(c1cc(-c2ccc(Cl)cc2)n[nH]1)N1CCc2ccccc2C1` reads 0.6
# D1 ag, `O=C(CCc1ccccc1)N1CCCN(C(=O)CCc2ccccc2)CC1` reads 0
# TRHR enhancer, `C=CCNC(=S)NNC(=O)c1ccncc1` reads 3

# Later entries:
# Results follow in this order: D2 ag	D2 PAM	TRHR enhancer	D1 potentiator	TRHR agonist	D1 ag	RXFP1 antagonist	D2 antagonist	D1 antagonist
> O=C(COC(=O)c1ccccn1)Nc1ccccc1Cl
 : 0.4	8	19	-5	-0.5	1	-1	25	1
> COc1ccc(C(=O)N2CCC(C(=O)Nc3ccccc3OC)CC2)cc1
 : -0.8	0	3	-2	0.1	2	-3	2	13
> CCc1cc2c(=O)c(-c3cscn3)coc2c(CN(C)C)c1O
 : 0.4	.	-2	-5	0.5	5	-2	10	9
> COc1cccc2cc(-c3cc(=O)oc4ccc(OCC(C)=O)cc34)oc12
 : 0.2	-4	6	7	-0.3	1	-8	-9	21
> CCn1cc(C(=O)N2CCc3ccccc32)c(=O)c2cc(S(=O)(=O)N3CC(C)CC(C)C3)ccc21 (configuration not stated)
 : 0.2	2	2	-4	-1.5	3	-2	8	-7
> Cc1cccc(-c2noc(-c3ccc(N4CCOCC4)c([N+](=O)[O-])c3)n2)c1
 : -0.1	4	4	-2	0.4	10	.	.	5
> CCCN(CC1CC1)c1nc(N)c2c(N)nc(OC)cc2c1C#N
 : -0.4	1	-13	2	1.6	3	-8	1	7
> COc1nc(-c2ccccc2)ccc1-c1noc(-c2ccccc2)n1
 : 1.0	12	8	0	1.2	6	-12	23	-11
> Cc1cccc(Cn2c(N3CCCCC3C)nc3c2c(=O)[nH]c(=O)n3C)c1 (configuration not stated)
 : -1.5	-2	-2	1	-1.0	2	.	-2	1
> OCc1nc2ccccc2n1CC(O)Cn1ccc2ccccc21 (configuration not stated)
 : -2.2	32*	12	-5	-0.5	6	-9	-16	-26
> COc1ccc(NC(=O)CN(c2ccccc2F)S(=O)(=O)c2ccc(C)cc2)cc1
 : -0.4	6	-4	-5	-0.3	-1	-2	-13	13
> O=Cc1ccccc1-c1cn(CCCOCc2ccccc2)nn1
 : 0.8	-3	-7	2	-0.4	-1	.	1	-4
> CC1(C)Cc2c(sc3nc(SCC(=O)NCc4ccccc4)n(-c4ccccc4)c(=O)c23)CS1
 : 0.3	18	10	-4	-0.8	0	1	1	23
> Cn1c(SCc2cccc([N+](=O)[O-])c2)nc2ccccc2c1=O
 : 0.4	-5	-3	-4	0.0	11	8	17	-13
> COc1ccc(CNc2nc(Cl)c(C#N)s2)cc1
 : 0.7	9	2	0	1.2	13	6	7	-11
> Cc1ccc(C(=O)Nc2cccc3cccnc23)cc1C
 : -0.8	8	-2	6	-0.1	6	7	-8	2
> O=C(O)c1ccc(-c2nc(-c3ccc(Cl)cc3Cl)cs2)cc1
 : -2.8	-4	-16	-4	-0.5	1	-4	-34	-20
> Cc1ccc(OCCOc2ccc(Br)cc2/C=N\NC(N)=O)cc1
 : -0.6	15	-1	2	-0.4	1	0	7	-5
> CCCn1c(CCNc2nc(-c3ccc(Cl)c([N+](=O)[O-])c3)cs2)nc2cc(Cl)c(Cl)cc21
 : 0.1	0	4	3	0.8	-1	.	-12	0
> CC1CC1C(=O)OCC(=O)Nc1ccccc1Oc1ccccc1 (configuration not stated)
 : 1.3	-2	-6	-3	-0.9	10	-8	-3	10
> CC(CN1CCOCC1)OC(=O)c1ccccc1 (configuration not stated)
 : 0.1	-5	0	-1	1.0	1	-12	-19	1
> Cc1ccc(F)c([C@H]2C3C=CCC(c4ccccc4)C3C(=O)N2Cc2ccccc2)c1 (some centres not stated)
 : 0.3	-3	-6	-1	0.4	3	.	28	8
> CCOc1ccc(-c2nonc2NC(=O)c2oc3c(C)c(C)ccc3c2C)cc1OCC
 : -0.4	6	1	0	0.1	-1	-1	.	-7
> O=C(NCC(c1ccco1)N1CCCCC1)c1cccc(S(=O)(=O)Nc2ccccc2Cl)c1 (configuration not stated)
 : -0.2	-21	-4	5	-0.9	3	-7	-1	-12
> O=C(NCCSc1ccccn1)c1ccc(Cl)cc1Cl
 : -0.4	2	3	-6	-0.1	3	-8	7	-24
> COc1cccc(CNC(=O)CCC2CCCN(C/C=C/c3ccccc3OC)C2)c1 (configuration not stated)
 : 0.6	-17	1	-5	0.5	6	?	32*	-17
> COc1ccc(CNC(=O)c2ccc(NC(=O)CC3SC(N4CCCC4)=NC3=O)cc2)cc1 (configuration not stated)
 : 0.9	-7	2	-10	-0.6	-1	-3	27	-7
